# Assay outcomes as filed in PubChem.
# GDH-TPI inh = GDH-TPI coupling enzyme inhibitors, primary screen, artefact control for M. tuberculosis FBA inhibitor project, biochemical, absorbance, full deck. 1.2% of 360,000 active. GDH-TPI coupled enzyme counterscreen, NADH absorbance. inhibition, % at 4.8 µM;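 further: 0% = DMSO wells and 100% = wells lacking the enzyme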
# BoNT-F LC inh = BoNT/F light chain protease inhibitors, primary screen, biochemical, flow cytometry, MLPCN library; AID 588497, 2011; Botulinum neurotoxin type F light chain protease (Clostridium botulinum); 0.22% of 360,000 active; Multiplex microsphere protease cleavage assay; inhibition, % at 10 µM; in the data active means inhibition above about 35%, passing the limit was not always enough; inconclusive means no clear call, values can overlap the other calls; further: plate controls were buffer without enzyme for full effect and enzyme alone for no effect
# Mtb BioA inh = M. tuberculosis BioA enzyme inhibitors, primary screen, biochemical, plate reader, single point, HTS. inhibition, % at 9.99 µM. purified M. tuberculosis BioA enzyme. AID 602481, 2012. 0.096% of 360,000 active; in the data active means inhibition above about 40%; inconclusive means no clear call, values can overlap the other calls
# Mtb UGM inh = M. tuberculosis UGM enzyme inhibitors, primary screen, biochemical, fluorescence polarization, single point | UDP-galactopyranose mutase (Mycobacterium tuberculosis (strain ATCC 25618 / H37Rv)), … | purified UGM, fluorescence polarization probe displacement | inhibition, % at 10 µM | 0.06% of 320,000 active; in the data active means inhibition above about 10%, passing the limit was not always enough; inconclusive means no clear call, values can overlap the other calls
# Target sequence (P9WIQ1 whole entry, looked up): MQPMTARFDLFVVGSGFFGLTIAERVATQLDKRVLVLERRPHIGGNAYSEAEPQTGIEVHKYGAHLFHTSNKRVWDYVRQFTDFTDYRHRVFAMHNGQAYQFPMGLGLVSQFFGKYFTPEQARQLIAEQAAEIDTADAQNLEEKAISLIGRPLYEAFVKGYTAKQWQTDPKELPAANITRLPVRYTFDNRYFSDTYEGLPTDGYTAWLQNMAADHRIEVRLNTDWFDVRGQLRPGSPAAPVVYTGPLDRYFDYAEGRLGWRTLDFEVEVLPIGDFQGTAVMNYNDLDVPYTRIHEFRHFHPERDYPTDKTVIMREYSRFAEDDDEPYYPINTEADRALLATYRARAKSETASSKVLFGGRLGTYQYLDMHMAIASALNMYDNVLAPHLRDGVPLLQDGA
# FadD28 FP inh = inhibitors of FadD28 bisubstrate probe binding, primary screen, biochemical, fluorescence polarization, single point | Mycobacterium tuberculosis FadD28 fatty-acid-AMP ligase | inhibition, % at 12.5 µM | 0.22% of 360,000 active; in the data active means inhibition above about 8.5%, passing the limit was not always enough; inconclusive means no clear call, values can overlap the other calls
# CCHF vOTU inh = CCHFV vOTU protease inhibitors, primary screen, biochemical, Pep-AMC substrate, fluorescence | Crimean-Congo hemorrhagic fever virus L polyprotein viral ovarian tumor (vOTU) protease … | inhibition, % at 11.5 µM | 0.55% of 370,000 active; further: 0% = vehicle wells with enzyme and 100% = no enzyme wells
# BoNT A protease = BoNT/A light chain protease inhibitors, primary screen, biochemical, flow cytometry, MLPCN library; multiplex microsphere protease substrate cleavage; inhibition, % at 10 µM; 0.17% of 360,000 active; in the data active means inhibition above about 30%; inconclusive means no clear call, values can overlap the other calls; further: plate controls were buffer without enzyme for full effect and enzyme alone for no effect
# PrPC TRFRET = inhibitors of human cell surface prion protein PrPC, primary screen, cell-based, TR-FRET; AID 720596, 2013; inhibition, % at 13.8 µM; Major prion protein (Homo sapiens), P04156; 0.43% of 370,000 active; TR-FRET read-out; in the data active means inhibition above about 24%; further: 0% = median of the test wells and 100% = reference compound wells
# FBA Mtb inh = Mtb FBA enzyme inhibitors, primary screen, biochemical, fluorescence, strain H37Rv; purified M. tuberculosis FBA, fluorescence read-out; inhibition, % at 1 µM; 2.3% of 360,000 active; in the data active means inhibition above about 27%;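 further: 0% = vehicle and 100% = reference inhibitor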
# Target sequence (P9WQA3 whole entry, looked up): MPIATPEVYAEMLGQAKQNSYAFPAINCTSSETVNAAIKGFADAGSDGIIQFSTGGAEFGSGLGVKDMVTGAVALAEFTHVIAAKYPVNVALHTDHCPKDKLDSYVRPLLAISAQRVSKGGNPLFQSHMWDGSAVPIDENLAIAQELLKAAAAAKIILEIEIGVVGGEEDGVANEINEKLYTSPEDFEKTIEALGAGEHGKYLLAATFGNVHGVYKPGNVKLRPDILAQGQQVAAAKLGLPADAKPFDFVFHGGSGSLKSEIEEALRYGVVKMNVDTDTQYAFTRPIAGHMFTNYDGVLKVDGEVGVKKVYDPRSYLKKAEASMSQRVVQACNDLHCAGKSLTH
# * hit, by the source's call; ? = inconclusive; . = not tested or not shown. Unless noted, no stated cut-off is given here; in the data, active means inhibition above about 30%; inactive means the rest.
Compound,GDH-TPI inh,BoNT-F LC inh,Mtb BioA inh,Mtb UGM inh,FadD28 FP inh,CCHF vOTU inh,BoNT A protease,PrPC TRFRET,FBA Mtb inh
COc1ccccc1Oc1ccc(NC(=O)c2ccccc2C)cc1,0,-1,.,2.3,1.4,3,-0.1,7,0
O=[N+]([O-])c1ccc(-c2n(-c3ccccn3)c3ccccc3[n+]2-c2ccccn2)cc1,2,5,-0.6,-0.1,-3.1,-4,-0.4,-8,-5
CC(=O)NC(CC(=O)N1CCN(C(C)=O)CC1)c1ccccc1 (configuration not stated),8,-7,-0.3,1.9,0.1,3,0.7,-5,-1
CCCCNS(=O)(=O)c1ccc(OC)c(C)c1,-4,-12,-1.0,-1.7,-5.1,8,-0.8,-3,0
CCN(CC)c1nc(-c2ccccc2)nc2ccccc12,-3,-6,0.7,1.2,-5.3,-3,-1.9,1,2
COCCCNC(=S)NNC(=S)Nc1ccc(F)cc1F,1,0,-1.1,-2.0,-3.6,1,?,-4,1
O=C1NC(=O)C2(CCCc3ccc([N+](=O)[O-])cc32)N1 (configuration not stated),-9,1,-1.1,.,-3.1,-23,0.3,-6,-3
NC(c1csc(Nc2cnccn2)n1)C1CCCCC1 (configuration not stated),16,-1,-0.2,.,-3.1,-3,0.0,9,2

# The list goes on, overlapping the part above by 4 compounds.
Compound,GDH-TPI inh,BoNT-F LC inh,Mtb BioA inh,Mtb UGM inh,FadD28 FP inh,CCHF vOTU inh,BoNT A protease,PrPC TRFRET,FBA Mtb inh
CCN(CC)c1nc(-c2ccccc2)nc2ccccc12,-3,-6,0.7,1.2,-5.3,-3,-1.9,1,2
COCCCNC(=S)NNC(=S)Nc1ccc(F)cc1F,1,0,-1.1,-2.0,-3.6,1,?,-4,1
O=C1NC(=O)C2(CCCc3ccc([N+](=O)[O-])cc32)N1 (configuration not stated),-9,1,-1.1,.,-3.1,-23,0.3,-6,-3
NC(c1csc(Nc2cnccn2)n1)C1CCCCC1 (configuration not stated),16,-1,-0.2,.,-3.1,-3,0.0,9,2
CN1CCC(=NNC(=O)CSc2ccc(Cl)cc2)CC1,-5,2,.,0.2,-4.2,-12,-0.1,1,1
Cc1ccc(SCCN2CCC(C)CCC2=O)cc1 (configuration not stated),3,-8,-0.3,0.7,-4.1,13,0.1,7,0
CC[C@H](C)C(C(=O)N1CCN(C(=O)OC(C)(C)C)CC1)n1cc(C(CO)NC(=O)OC(C)(C)C)nn1 (some centres not stated),3,1,2.0,3.8,-4.1,13,0.6,4,-3
O=C1NC(=O)C(=Cc2cn(CCOc3ccc4c(c3)OCO4)c3ccccc23)C(=O)N1,1,-22,-5.3,0.7,2.3,.,0.8,.,-4
C/C(=N\N=C(N)N)c1ccc(Cl)cc1Cl,1,-2,.,1.3,-4.7,1,0.0,-14,28*
CCCn1c(N)c(N(CCOC)C(=O)c2ccc(-c3ccc(Cl)cc3)o2)c(=O)[nH]c1=O,-2,.,2.8,0.9,-3.5,14,.,-3,3
CN1CC(=O)N/C1=N\C(=O)Nc1ccc(O)cc1,-4,?,-0.3,-0.1,-0.6,14,-1.8,0,1
Cc1cccc(-c2nc3cc([N+](=O)[O-])ccc3o2)c1,4,-4,0.4,-1.2,-3.5,-2,-0.3,3,0
CC(C)CCNC(=O)C1C2C=CC3(CN(Cc4ccccc4Cl)C(=O)C13)O2 (configuration not stated),-2,5,2.3,0.7,-0.8,1,0.2,0,4
CC(=O)c1c(C)n(CCCOC(C)C)c2ccc(O)cc12,16,-13,.,3.7,-2.4,-4,-1.6,10,2
CC1CCCN(C(=O)c2cc(S(=O)(=O)N3CCCCC3)c[nH]2)C1 (configuration not stated),-8,-5,1.2,-0.3,0.0,1,-0.3,0,4
COc1ccccc1N1CCN(C(c2ccc(Cl)cc2)c2nnnn2C(C)(C)C)CC1 (configuration not stated),6,-3,-0.8,2.9,-1.4,18,-0.2,7,1
CC(=O)OC1CC(n2ccc(NC(=O)c3ccccc3)nc2=O)OC1CO (configuration not stated),8,1,-1.0,0.2,-2.1,-10,-1.2,-1,0
CC(C)(CN1CCN(Cc2ccccc2)CC1)NS(=O)(=O)c1ccc(Cl)cc1,1,-3,1.0,0.2,-0.1,-3,1.4,-1,2
COCC(=O)Nc1nc2n(n1)C(c1ccccc1Cl)CC(c1ccc(OC)cc1)N2 (configuration not stated),2,0,4.3,-1.7,-3.5,-26,0.9,-9,23
Nc1nc(-c2cccc(Br)c2)cs1,5,-8,0.3,-1.2,-0.3,-6,-0.8,-1,5
O=C(Cc1ccccc1)NNC(=O)c1cnccn1,1,-4,.,-1.8,-1.1,-12,-0.1,2,-4
FC(F)(F)c1cccc(-c2nnc3ccc(C(F)(F)F)cn23)c1,4,.,3.0,0.1,-0.4,13,.,-6,6
O=C(Nc1ccccc1F)Nc1cccnc1Cl,-2,-11,-0.5,-0.6,0.1,-17,-1.5,2,2
Cc1cccc(N(CC(=O)NC2CC3CCC2C3)S(=O)(=O)c2ccccc2)c1 (configuration not stated),3,1,0.1,-0.3,-1.1,10,-1.2,7,1
Cc1nn(C)c(NC(=O)c2ccccc2Cl)c1Cl,8,-15,0.3,-1.0,-0.5,-4,-3.8,0,1
CCC(=NCc1ccccc1)c1c(C(F)(F)F)[nH]n(-c2nc3ccccc3s2)c1=O,14,-2,.,0.0,-1.3,3,-1.7,-3,4
c1ccc(Cn2nnc3c(N4CCOCC4)ncnc32)cc1,5,-7,1.0,-0.4,0.0,-5,-0.6,3,2
CCS(=O)(=O)c1nc(S(=O)(=O)c2ccc(C)cc2)c(N2CCN(CCO)CC2)s1,4,28,-0.9,-0.2,-1.3,18,11,-3,-1
COc1ccccc1NC(=O)Cc1csc(NC(=S)Nc2ccccc2)n1,-9,-5,1.3,0.8,-9.8,3,-1.9,1,-6
COc1ccc(-c2cc(-c3cccnc3)c(C#N)c(N)n2)cc1,6,-11,.,3.2,-0.2,-75,-0.1,-1,71*
CC(O)C(=O)NCCOCCOCCNC(=O)C(C)O (configuration not stated),6,.,-1.8,1.1,-0.4,-3,.,-1,3
Cc1cnc(C(=O)Nc2ccc(-n3cnnn3)cc2)cn1,9,-14,23,-1.6,-1.7,-18,-0.2,1,2
COc1cccc(-c2nc3nc(C)cc(C)n3c2NCc2ccccc2)c1,.,-2,.,.,.,6,0.4,-2,.
NC(=S)N=Nc1c(O)n(Cc2ccc(Br)cc2)c2ccccc12,5,-3,.,0.8,-5.3,-2,1.2,4,-4
CC1(C(=O)O)CCC(C(N)=O)C1(C)C (configuration not stated),19,5,.,0.5,-0.1,0,-1.6,2,6
CCN1CCN(c2ccc(S(=O)(=O)N3CCCCC3)cc2NC(=O)/C=C/c2ccc(F)cc2)CC1,9,6,-1.6,4.2,-8.1,-4,2.0,8,-1
CCc1ccccc1NC(=O)COC(=O)c1cccs1,-4,-7,0.0,0.6,1.2,0,-1.0,-5,-1
NC(=O)c1ncc(C(F)(F)F)cc1Oc1cccc(F)c1,1,-6,-1.1,-2.0,1.5,11,-0.3,-2,-1
CC12CCC(C(=O)N(CC(=O)O)C1=O)C2(C)C (configuration not stated),-4,-2,-0.5,0.9,0.1,-15,-0.4,4,1
CCOC(=O)N1CCN(S(=O)(=O)c2ccc(OCC(=O)OC)c(Cl)c2)CC1,6,2,0.0,0.2,-1.4,-3,0.5,5,-2
CCC(C)NC(=O)CN(c1cc(Cl)ccc1OC)S(C)(=O)=O (configuration not stated),-4,-22,-0.6,-0.6,-2.3,-20,-2.8,1,3
O=c1[nH]c(=S)[nH]cc1Oc1ccc(Cl)cc1Cl,14,23,1.5,.,-0.6,-1,2.6,0,0
CC(=O)c1ccc(N2CCN(CC(=O)N(C3CC3)C3CCS(=O)(=O)C3)CC2)c(F)c1 (configuration not stated),13,5,0.6,-5.6,0.8,16,-0.7,1,2
COCCC(=O)Nc1ccc2c(c1)CN(C(=O)CSC)CC2,5,-6,1.3,1.1,-0.5,-10,-0.8,-2,-2
O=C(NCCc1ccc(Cl)cc1)C1CCC(CNc2nc(=S)[nH]c3ccccc23)CC1 (configuration not stated),7,-1,-0.9,-2.2,-3.6,-5,0.0,-1,2
COc1ccc(S(=O)(=O)CCC(=O)N2CCN(c3ccc([N+](=O)[O-])cc3)CC2)cc1,13,-2,-1.3,-0.8,-0.3,15,1.7,-5,-3
CC(C)Cc1nnc(NC(=O)CCC(=O)NC2CCCc3ccccc32)s1 (configuration not stated),2,-26,-1.5,1.1,0.3,6,-3.8,3,-1
CC/C(=N\NC(=O)CSCc1ccccc1Cl)c1ccc2c(c1)OCCO2,-6,-2,0.3,0.8,-2.6,-3,-0.8,-1,-1
CCOC(=O)c1c(NC(=O)C2C3C=CC(C3)C2C(=O)O)sc2c1CCCC2 (configuration not stated),10,-4,.,6.3,-0.6,3,0.0,7,23
O=C(c1ccc2c(c1)OCO2)N1CCN(c2ncccn2)CC1,14,-3,.,2.8,-2.7,-8,0.5,-1,2
COc1ccc(CSCCNC(=S)Nc2ccccc2)cc1Cl,5,0,.,-0.3,-9.2,-2,-1.0,-3,-3
Cc1csc2ncc(C(=O)Nc3ccccc3Cl)c(=O)n12,4,-2,-1.0,1.2,-3.4,-4,-0.2,2,2
COCc1cc(=O)n2[nH]c(N)nc2n1,0,-2,-2.7,0.5,0.8,0,-0.5,-1,-5
O=C(COC(=O)c1ccc2c(c1)OCCO2)NCc1ccc(Cl)cc1,6,-2,-1.7,.,-2.6,-5,0.2,-3,-2
O=C(Cc1n[nH]c(=O)c2ccccc12)NCc1ccccn1,2,-5,-1.9,1.1,-1.6,8,-0.7,-7,3
COC(=O)NC1(C(=O)O)CCCC1,5,1,19,-1.9,-0.4,-13,1.7,4,-1
COC(=O)[C@H](Cc1ccc(O)cc1)NC(=O)Cn1cnc2c(OCc3ccccc3)ncnc21,7,0,-0.8,.,-0.1,7,-0.2,8,-1
CCc1ccc2oc(C(=O)NCc3ccncc3)c(C)c2c1,-20,7,0.7,-1.8,-4.6,11,10,6,6
CC(C)C(OC(=O)CCC(=O)Nc1nccs1)C(=O)NC1CCCCC1 (configuration not stated),-2,-10,1.2,-0.3,-0.6,5,-1.9,3,4
CCC(Sc1nc2cc3c(cc2c(=O)n1Cc1ccco1)OCO3)C(=O)NCCOC (configuration not stated),19,-11,-4.2,-4.7,0.4,-4,0.0,1,1

# New compounds follow:
Compound,GDH-TPI inh,BoNT-F LC inh,Mtb BioA inh,Mtb UGM inh,FadD28 FP inh,CCHF vOTU inh,BoNT A protease,PrPC TRFRET,FBA Mtb inh
COC(=O)Cn1c(=NC(=O)c2ccc(S(=O)(=O)N3CCOCC3)cc2)sc2cc(S(N)(=O)=O)ccc21,32*,1,-0.3,0.9,-7.0,-7,-0.1,4,2
COc1ccc(CNc2ccc(Br)cc2)cc1,-2,-9,.,-0.4,1.6,8,-1.4,4,-2
CCCN=C1CC(C)(C)CC(=O)/C1=C(/O)CCC,-1,-9,.,0.7,-2.7,-8,-0.3,6,-5
COc1c(-c2ccc([N+](=O)[O-])cc2[N+](=O)[O-])c(=O)n(C)c(=O)n1C,2,1,0.9,-0.5,1.7,-4,3.6,-38,-10
COc1ccc(/C=N/Nc2ncnc3sc(C)c(C)c23)cc1,25,-9,.,0.5,-5.0,-3,-1.3,6,-3
